Source: PubChem BioAssay (Sanford-Burnham Center for Chemical Genomics)
ER stress surv: protection against thapsigargin ER stress killing – CSM14.1 cells, ATP luminescence, primary screen; CSM14.1 thapsigargin ER stress survival; relative survival (cellular ATP), % at 15 µg/mL (by protocol); 48,000 tested, 0.33% active; AID 1010, 2008;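 active = survival measured by cellular ATP above 50% at 15 µg/ml in the first screen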;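 also: cell death triggered by about 15 µM thapsigargin; ATP read 24 h after thapsigargin was added; plate controls were thapsigargin with DMSO for no effect and DMSO without thapsigargin for full effect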
Numbers without * were called inactive. Only part of the results is shown. The share of hits here may be higher or lower than overall.

entry	Compound	ER stress surv
1	C=C(C)Cn1c(=O)n(CC2CS2)c2ccccc21 (stereo not given)	4
2	O=C1NC(=S)NC(=O)C1=Cc1ccc(O)cc1	31
3	CCC(C)N1CCN(Cc2ccc(OC)c(OC)c2OC)CC1 (stereo not given)	6
4	COc1ccccc1-n1c(/C=C/c2cccnc2)nc2ccccc2c1=O	14
5	O=C1NC(=S)NC(=O)C1=Cc1ccc(-c2ccc([N+](=O)[O-])cc2Br)o1	29
6	CCN(CC)C(=O)c1ccc(NC(=O)C(F)(F)F)cc1	4
7	Cc1ccc(-c2nc3ccccc3c(=O)n2-c2ccncc2)cc1	1
8	O=C1NC(=O)C(=Cc2ccccc2OCc2ccccc2Cl)C(=O)N1	5
9	O=C1NC(=S)NC(=O)C1=Cc1ccc(OCc2cccc(C(=O)O)c2)cc1	6
10	O=C1NC(=S)N(c2ccccc2F)C(=O)C1=Cc1ccco1	1
11	O=c1c2ccccc2nc(/C=C/c2cc(Br)ccc2O)n1-c1cccc([N+](=O)[O-])c1	13
12	O=C(COc1ccc2ccccc2c1)N1CCN(Cc2ccc(F)cc2)CC1	-2
13	O=C1NC(=O)N(c2ccc(Br)cc2)C(=O)/C1=C/C=C/c1ccccc1	-8
14	O=C1NC(=O)N(Cc2ccccc2)C(=O)/C1=C/c1ccc2c(c1)OCO2	3
15	CCOc1ccc(N2C(=O)NC(=O)/C(=C\c3cc(OC)c(OC)cc3[N+](=O)[O-])C2=O)cc1	1
16	COc1ccc(C2c3c(c4ccccc4oc3=O)Oc3c2c(=O)oc2ccccc32)cc1COc1ccccn1	6
17	Nc1ccc(Br)cc1C(=O)c1ccccc1F	4
18	COc1cc(OC)cc(C(=O)Nc2ccc([N+](=O)[O-])cc2C(=O)c2ccccc2)c1	9
19	Oc1ccc(Br)cc1CN1CCN(Cc2ccccc2Cl)CC1	1
20	c1cc(CN2CCN(C3CC4CCC3C4)CC2)ccn1 (stereo not given)	-3
21	CCC(=O)N1CC(=O)Nc2ccc(C)cc2C1c1ccccc1 (stereo not given)	2
22	O=C1NC(=O)N(c2ccc(Cl)cc2)C(=O)/C1=C\c1cc(Br)cc(Cl)c1O	-2
23	CCOc1ccccc1CN(CCc1ccc2c(c1)OCO2)Cc1ccc(F)c(F)c1	-1
24	Cc1ccc(OP(=O)(O)Oc2ccc(C)cc2)cc1	10
25	CN1CCN(C(=O)COc2ccc(Cl)cc2Br)CC1	-5

Entries above that contain a nitro group on carbon, in the order listed:
entry	Compound	ER stress surv
5	O=C1NC(=S)NC(=O)C1=Cc1ccc(-c2ccc([N+](=O)[O-])cc2Br)o1	29
11	O=c1c2ccccc2nc(/C=C/c2cc(Br)ccc2O)n1-c1cccc([N+](=O)[O-])c1	13
15	CCOc1ccc(N2C(=O)NC(=O)/C(=C\c3cc(OC)c(OC)cc3[N+](=O)[O-])C2=O)cc1	1
18	COc1cc(OC)cc(C(=O)Nc2ccc([N+](=O)[O-])cc2C(=O)c2ccccc2)c1	9

The main list resumes, starting 5 compounds before the break.
entry	Compound	ER stress surv
21	CCC(=O)N1CC(=O)Nc2ccc(C)cc2C1c1ccccc1 (stereo not given)	2
22	O=C1NC(=O)N(c2ccc(Cl)cc2)C(=O)/C1=C\c1cc(Br)cc(Cl)c1O	-2
23	CCOc1ccccc1CN(CCc1ccc2c(c1)OCO2)Cc1ccc(F)c(F)c1	-1
24	Cc1ccc(OP(=O)(O)Oc2ccc(C)cc2)cc1	10
25	CN1CCN(C(=O)COc2ccc(Cl)cc2Br)CC1	-5
26	Cc1cccc(-n2c(/C=C/c3ccc4c(c3)OCO4)nc3ccccc3c2=O)c1	-3
27	COc1ccc(Br)cc1CN1CCN(C(=O)COc2ccc3ccccc3c2)CC1	35
28	O=C(c1ccc([N+](=O)[O-])cc1)C12CN3CN(CN(C3)C1)C2	7
29	COc1cc(/C=C/[N+](=O)[O-])cc(Br)c1OC(C)=O	-2
30	CN1C(=O)NC(=O)/C(=C/c2ccc(-c3ccccc3[N+](=O)[O-])o2)C1=O	5
31	CCOc1ccc(N2C(=O)NC(=O)/C(=C\c3ccc(C)o3)C2=O)cc1	9
32	Cc1cc(OC(C)C)c2c3c(c(=O)oc2c1)CCC3	11
33	COc1ccc(CCNCc2cccc([N+](=O)[O-])c2)cc1OC	-3
34	Cc1ccc(N2C(=O)NC(=O)/C(=C\c3cn(CC(=O)O)c4ccccc34)C2=O)cc1	-3
35	CCN1CC2([N+](=O)[O-])CC=C(Br)C([N+](=O)[O-])(C1)C2 (stereo not given)	14
36	Cc1ccc(S(=O)(=O)ON2CC2(C(F)(F)F)C(F)(F)F)cc1 (stereo not given)	0
37	Cc1ccccc1N1C(=O)CC(=O)N(c2ccccc2C)C1=S	4
38	O=C(COc1ccc(Cl)cc1)N1CCN(Cc2cccc3ccccc23)CC1	2
39	O=c1c2ccccc2nc(/C=C/c2ccccc2[N+](=O)[O-])n1-c1cccc(O)c1	9
40	COc1ccc(CN2CCN(Cc3cccc(C)c3)CC2)cc1Br	-1
41	COc1ccccc1CC(=O)N1CCN(C)CC1	3
42	CN1CCN(/N=C/c2cccnc2)CC1	12
43	CC(C)(C)c1ccc(N2C(=O)CC(=O)NC2=O)cc1	9
44	CN1C(=O)C(=Cc2ccccc2Cl)C(=O)N(C)C1=O	8
45	O=C1Nc2ccc(Br)cc2C1=Cc1nc2ccccc2c(=O)n1-c1ccc(O)cc1	-9
46	Oc1ccc(Br)cc1CN1CCN(Cc2cccc(F)c2)CC1	1
47	O=C1NC(=S)NC(=O)C1=Cc1ccc(O)c(O)c1	13
48	O=c1c2ccccc2nc(/C=C/c2ccc3c(c2)OCO3)n1-c1cccc(O)c1	4
49	c1ccc(C2CC3CC(c4ccco4)N2O3)cc1 (stereo not given)	12
50	CCOc1cc(C)cc2oc(=O)c3c(c12)CCC3	1
51	CN1CCN(c2ccc([N+](=O)[O-])c(Br)c2F)CC1	-5
52	O=C(COc1ccccc1)N1CCN(Cc2cccc(Cl)c2)CC1	-4

Some of these compounds in order of molecular weight, rising.
entry	Compound	ER stress surv
47	O=C1NC(=S)NC(=O)C1=Cc1ccc(O)c(O)c1	13
37	Cc1ccccc1N1C(=O)CC(=O)N(c2ccccc2C)C1=S	4
52	O=C(COc1ccccc1)N1CCN(Cc2cccc(Cl)c2)CC1	-4
45	O=C1Nc2ccc(Br)cc2C1=Cc1nc2ccccc2c(=O)n1-c1ccc(O)cc1	-9
27	COc1ccc(Br)cc1CN1CCN(C(=O)COc2ccc3ccccc3c2)CC1	35

Given field by field: 2 of the compounds above
#6 CCN(CC)C(=O)c1ccc(NC(=O)C(F)(F)F)cc1
  ER stress surv: 4
#7 Cc1ccc(-c2nc3ccccc3c(=O)n2-c2ccncc2)cc1
  ER stress surv: 1
